aSyn tox rescue: inhibitors of alpha-synuclein toxicity in yeast. S. cerevisiae alpha-synuclein toxicity rescue, BacTiter-Glo growth, 24 h. AID 1347070. Potency, µM (highest dose often 46.1 µM), for the others: at the highest dose growth rescue (activation), most hits filed as activators. 94,000 compounds, 0.02% hits; active = well fitted activation curve with a large enough effect; inconclusive = small, poorly fitted or top-dose-only effect; note: 0% is about no effect
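Growth restoration measured by BacTiter-Glo luminescence after 24 hr at 30 deg C; alpha-synuclein yeast, raffinose-pregrown to mid-log, were added at OD600=0.02 in galactose medium onto pinned compounds.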
An asterisk follows results filed as active; ? = inconclusive; [ ] = dose if it differs, or a comment. Potency is the fitted concentration of half-maximal effect. This is a subset; rates above refer to the full screens.

SMILES	aSyn tox rescue
COc1cccc2c1ncc1c(-c3ccc(C)cc3)nn(-c3ccc(F)cc3)c12	-0.7%
CCOC(=O)c1c(C)[nH]c(C)c1S(=O)(=O)N1CCCC(C(=O)NCc2ccc(Cl)cc2)C1 (stereo unspecified)	3.9%
CCc1cccc(NC(=O)CSc2ncccc2C(=O)Oc2ccccc2Cl)c1	2.2%
COc1ccc(OC(=O)c2cc(-c3ccc4c(c3)OCCO4)on2)cc1	4.3%
Cc1ccc(NC(=O)c2oc3c(c2C)-c2[nH]ncc2CC3)c(Cl)c1	2.2%
Cc1ccc(-c2n[nH]c(=O)c3ccccc23)cc1S(=O)(=O)Nc1ccc(F)cc1	-2.9%
CCCn1c(N)c(N(CCOC)C(=O)c2ccccc2F)c(=O)[nH]c1=O	3.3%
Cc1ccc(NC(=O)C(=O)NCC(c2cccnc2)N2CCN(c3ccccc3F)CC2)cc1Cl (stereo unspecified)	-4.2%

An excerpt from above in order of heavy-atom count, lowest first.
SMILES	aSyn tox rescue
Cc1ccc(NC(=O)c2oc3c(c2C)-c2[nH]ncc2CC3)c(Cl)c1	2.2%
COc1ccc(OC(=O)c2cc(-c3ccc4c(c3)OCCO4)on2)cc1	4.3%
CCc1cccc(NC(=O)CSc2ncccc2C(=O)Oc2ccccc2Cl)c1	2.2%
CCOC(=O)c1c(C)[nH]c(C)c1S(=O)(=O)N1CCCC(C(=O)NCc2ccc(Cl)cc2)C1 (stereo unspecified)	3.9%
Cc1ccc(NC(=O)C(=O)NCC(c2cccnc2)N2CCN(c3ccccc3F)CC2)cc1Cl (stereo unspecified)	-4.2%

Further structures:
SMILES	aSyn tox rescue
O=C(c1ccc2c(c1)N(Cc1ccccc1)C(=O)c1ccccc1S2(=O)=O)N1CCC(Cc2ccccc2)CC1	6.5%
CCc1nnc2c3ccccc3nc(Nc3ccccc3OC)n12	-6.7%
Cc1ccc2nc(-c3cccnc3)c(Nc3ccc(C(C)C)cc3)n2c1	1.2%
O=C(NCCc1c[nH]c2ccccc12)/C(=C\c1cccnc1)NC(=O)c1ccccc1F	8.4%
O=C(Cc1cccs1)Nc1nc(-c2ccc(F)c(F)c2)cs1	-13.1%
FC(F)(F)c1cccc(N2CCN(C(=S)NCC3CCCO3)CC2)c1 (stereo unspecified)	12.0%
COc1cc(NC(=O)CSC2=Nc3ccccc3N=C(c3ccc(F)cc3)C2)cc(OC)c1	1.5%
Cn1ccc2c(OCC(=O)Nc3ccc([N+](=O)[O-])cc3)cccc2c1=O	-3.6%

Look-ups from the entries so far.
Cc1ccc2nc(-c3cccnc3)c(Nc3ccc(C(C)C)cc3)n2c1 @ aSyn tox rescue = 1.2%
CCc1cccc(NC(=O)CSc2ncccc2C(=O)Oc2ccccc2Cl)c1 @ aSyn tox rescue = 2.2%

Next entries follow:
SMILES	aSyn tox rescue
Cc1ccc(C(CNS(=O)(=O)c2ccc(F)cc2)N2CCN(C)CC2)cc1 (stereo unspecified)	-3.3%
Cc1cc(C)cc(NS(=O)(=O)c2ccc(-c3cc(C)no3)s2)c1	4.6%
CSc1nnc2n(-c3cccc(C)c3)c(=O)c3c4c(sc3n12)CCCC4	-3.9%
CNC(=O)C(C)c1ncc(C(F)(F)F)cc1Cl (stereo unspecified)	-12.6%
CCOc1cc(Cn2c(-c3ccc(O)c(OCC)c3)nc3ccccc32)ccc1O	-3.8%
COC(=O)c1ccc(OC)c(CSc2nnc(-c3ccc(C)cc3)o2)c1	8.4%
COc1ccc(CN2C(=O)Cc3c2nc(N)c2c(N)nc(N4CCOCC4)c(C#N)c32)cc1	6.8%
Cc1ccc(C)c(S(=O)(=O)N2CCCCC2CCNC(=O)C(=O)NCc2ccccn2)c1 (stereo unspecified)	0.9%

By substructure, the entries above containing a thiophene ring, fused or not.
SMILES	aSyn tox rescue
O=C(Cc1cccs1)Nc1nc(-c2ccc(F)c(F)c2)cs1	-13.1%
Cc1cc(C)cc(NS(=O)(=O)c2ccc(-c3cc(C)no3)s2)c1	4.6%
CSc1nnc2n(-c3cccc(C)c3)c(=O)c3c4c(sc3n12)CCCC4	-3.9%

Further results.
SMILES	aSyn tox rescue
Nc1ncc(S(=O)(=O)NCc2ccc(Cl)cc2)cn1	6.7%
Cc1ccccc1C(=O)NCC(=O)Nc1ccccc1C(F)(F)F	-0.2%
CC(=O)c1ccc(N2CCN(C3C(=O)c4ccccc4N3C(C)=O)CC2)cc1 (stereo unspecified)	-0.6%
CSc1nc(N)c(C(=O)N(c2ccccc2)c2ccccc2)s1	2.6%
CCOC(=O)C1=C(CN2CCN(c3ccc(OC)cc3)CC2)NC(=O)NC1c1ccc(Cl)cc1 (stereo unspecified)	8.4%
CCc1ccc(-c2nc(CN3CCCC(C(=O)N4CCN(c5cc(Cl)ccc5C)CC4)C3)c(C)o2)cc1 (stereo unspecified)	-1.9%
CC(C)Cc1ccc(C(C)NC(=O)Cc2ccc(S(=O)(=O)N3CCOCC3)s2)cc1 (stereo unspecified)	12.6%
Cc1ccc(NC(=O)COc2cccc(-n3cnnn3)c2)cc1[N+](=O)[O-]	-3.5%

(listing goes on)
SMILES	aSyn tox rescue
CCCCN(Cc1cccs1)S(=O)(=O)c1cc(-c2cc(C)no2)ccc1C	?
Fc1ccc(-n2c(-c3cccs3)nc3nc4ccccc4nc32)cc1	-12.0%
COc1ccccc1N(CC(=O)NCCSCc1ccc(Cl)cc1)S(C)(=O)=O	-4.6%
COc1cccc2c1OC1(N3CCOCC3)CCCCC1C2C[N+](=O)[O-] (stereo unspecified)	1.2%
Cc1ccc(S(=O)(=O)N2CCCC(C(=O)NNCC(=O)Nc3cc(F)ccc3F)C2)cc1 (stereo unspecified)	-4.4%
COc1ccc(Cn2ccc3nc(C)c(C(=O)Nc4cccc(SC)c4)cc3c2=O)cc1	2.6%
COc1cccc(C(=O)N2CCC(C(=O)N3CCN(C)CC3)CC2)c1	-0.6%
O=C(Nc1ccccc1)c1ccccc1NC(=O)c1ccccc1C(=O)O	-3.0%

Further compounds follow.
SMILES	aSyn tox rescue
O=C(NCc1ccccc1Br)c1ccc2c(c1)nc1n2CCOC1	6.0%
Cc1ccc(C)c(S(=O)(=O)c2nnn3c2nc(Nc2ccc(C)c(C)c2)c2ccccc23)c1	-4.4%
COc1cc(S(=O)(=O)NCCc2c(C)[nH]c3ccc(C)cc23)ccc1Br	?
CC(C)c1nc2ccc(C(=O)NCc3ccc(N(C)C)cc3)cc2o1	2.9%
CCN(CC)S(=O)(=O)c1ccc(C(=O)NC(=S)N2CCCCC2C)cc1 (stereo unspecified)	-1.2%
Clc1cc(Br)ccc1OCCCn1ccnc1	4.5%
c1ccc2c(c1)ncc1nncn12	5.6%
O=C(Nc1ccccc1Cl)c1ccc(F)c(S(=O)(=O)NCc2ccc(Cl)c(Cl)c2)c1	?

The results go on:
SMILES	aSyn tox rescue
CC1(C)CC(NC(=O)N2c3ccccc3Sc3ccccc32)CC(C)(C)N1	9.5%
CCCCOc1cccc(C(=O)Nc2ccc(NC(=O)c3cccs3)cc2)c1	7.7%
CN(C)C(=O)Nc1ccccc1CC[N+](=O)[O-]	-3.7%
CC12CCC(=O)N1C(C(=O)Nc1nc(-c3ccccc3)cs1)CS2 (stereo unspecified)	8.0%
N#CC1=C(N)NC(=S)C(C(N)=O)C1c1ccc([N+](=O)[O-])cc1 (stereo unspecified)	-9.3%
Cc1ccc(C)c(NC(=O)CN2CCN(C3CCCCC3)C(=O)C2=O)c1	-3.5%
CCS(=O)(=O)c1nc(S(=O)(=O)c2ccc(C)cc2)c(NCCCOC)s1	-6.0%
CC(C)c1ccc(Cn2c(COc3ccccc3)nc3ccccc32)cc1	1.8%

Carrying on.
SMILES	aSyn tox rescue
CCOc1ccc(NC(=O)C2CC(=O)N(c3ccc(C(C)C)cc3)C2)cc1 (stereo unspecified)	7.1%
COc1cc2c(c(OC)c1)C(c1cccc(F)c1F)CC(=O)N2 (stereo unspecified)	-2.1%
C/C(=N\Nc1nnc2c3ccccc3n(C)c2n1)c1ccc(C)o1	8.0%
CCOc1ccc(S(=O)(=O)N(CC(=O)Nc2ccc3c(c2)OCO3)c2ccccc2)cc1	0.2%
CC1CCCC(C)N1NC(=O)Cc1ccccc1 (stereo unspecified)	-5.8%
COc1ccc(C(=O)NC(=S)NNC(=O)c2ccc(NC(C)=O)cc2)cc1Br	-4.6%
CC1CCCN(c2c(S(=O)(=O)c3ccccc3)cnc3ccc(Cl)cc23)C1 (stereo unspecified)	-14.8%
Cc1ccc(C(=O)NCCNC(=O)c2cnccn2)cc1	12.0%

New compounds follow:
SMILES	aSyn tox rescue
Oc1ccccc1-c1nc(/C=C/c2ccccc2Cl)nn1-c1ccccc1	9.3%
O=S(=O)(Nc1ccccn1)c1cccc(S(=O)(=O)c2ccc(Br)cc2)c1	-8.2%
CCOC(=O)c1ccc(NC(=O)CSc2c(C(C)C)cnc3c2c(=O)n(C)c(=O)n3C)cc1	-9.1%
O=S(=O)(NCC(c1ccco1)S(=O)(=O)c1ccccc1)c1ccccc1 (stereo unspecified)	3.1%
COc1cc(Cl)c(NS(=O)(=O)c2ccc3c(c2)CC(C)N3C(=O)C2CCC2)c(OC)c1 (stereo unspecified)	0.3%
CCOC(=O)c1c(C)[nH]c(C)c1S(=O)(=O)N1CCCC(C(=O)N2CCN(c3cc(C)ccc3C)CC2)C1 (stereo unspecified)	2.2%
CCn1nc(C(=O)OCC(=O)N2CC(=O)Nc3ccccc32)c2ccccc2c1=O	1.9%
Cc1ccc2[nH]c(=O)c(CN(CCc3ccccc3)C(c3nnnn3Cc3ccco3)C(C)C)cc2c1 (stereo unspecified)	14.3%

Next part:
SMILES	aSyn tox rescue
CN=c1scc(C)n1/N=C/c1cc(Br)c(O)c(Br)c1	-2.7%
C[C@H]1CN([C@@H](C)CO)C(=O)CCCn2nncc2CO[C@H]1CN(C)S(=O)(=O)c1ccc(Oc2ccccc2)nc1	0.4%
COc1cc(F)c(S(=O)(=O)Nc2c(C)n(C)n(-c3ccccc3)c2=O)cc1OC	3.8%
COc1ccc(-n2c(SCC(=O)N3CCc4ccccc43)nc3c([nH]c4ccccc43)c2=O)cc1	3.4%
COc1ccc(CNC(=O)c2ccc3nc(CCc4ccccc4)oc3c2)cc1OC	-4.5%
CC1CCc2cc(F)ccc2N1C(=O)c1cnc2sccn2c1=O (stereo unspecified)	1.6%
CCCCC(=O)NNC(=O)c1c(O)c2ccccc2[nH]c1=O	6.7%
Cc1ccc(Cl)cc1NCc1nnc2n1CCCCC2	9.2%
CCC(=O)c1cc2c(cc1NC(=O)c1ccccc1F)OCCO2	-1.4%
O=C(COC(=O)c1ccc(S(=O)(=O)N2CCCC2)cc1)Nc1ccc(N2CCOCC2)cc1	4.1%
O=C(O)CCCN1C(=O)C2C3CCC(C3)C2C1=O (stereo unspecified)	9.8%
C[C@H]1CN([C@@H](C)CO)C(=O)c2cc(C3=CCCCC3)cnc2O[C@@H]1CN(C)C(=O)Cc1ccccc1	-4.8%
CCCC(CCC)C(=O)Nc1cccc(-c2nc3cccnc3s2)c1	-8.0%
O=C(COC(=O)c1ccccn1)Nc1cccnc1Cl	1.1%
Cc1cccn2c(=O)c3cc(C(=O)NC4CCCC4)c(=N)n(CCCN4CCOCC4)c3nc12	4.5%
O=C(Nc1ccc(S(=O)(=O)N2CCC(c3nc4ccccc4s3)CC2)cc1)c1ccccc1	14.1%
CC(=O)c1nc(N2C(=O)CC(Cc3cc(C)cc(C)c3)C2=O)sc1C (stereo unspecified)	-4.2%
Cc1c(NC(=O)CSc2nncn2-c2ccccc2)c(=O)n(-c2ccccc2)n1C	0.3%
COc1cccc(NC(=O)CN2C(=O)COc3ccc(S(=O)(=O)N4CCOCC4)cc32)c1	-2.5%
CN(CC(=O)NCc1ccc(Cl)cc1)S(=O)(=O)c1ccc2c(c1)c(=O)n(C)c(=O)n2C	0.6%
CC(C)(O)C#Cc1ccc(C(=O)N2CCN(c3ccc(F)cc3)CC2)cc1	3.9%
O=C(NNc1cccc(Cl)n1)c1ccccc1CC[N+](=O)[O-]	8.9%
COc1ccccc1-c1noc(-c2ccc(N3CCC(C)CC3)c([N+](=O)[O-])c2)n1	-14.0%
O=C(c1cc(-c2cccc(Cl)c2)on1)N1CCOCC1	3.0%
COC(=O)CCC(C)C1CCC2C3C(OC(C)=O)CC4CC(O)CCC4(C)C3CC(O)C12C (stereo unspecified)	8.1%
O=C(Nc1cccc(-c2ccc(N3CCOCC3)nn2)c1)c1cccc(Cl)c1	9.4%
Cc1ccc(-c2nc(CN(C)C(C3CC3)C3CC3)c(C)o2)cc1	6.6%
COc1cccc(CNC(=O)C(=O)NCC(c2ccc3c(c2)OCO3)N2CCOCC2)c1 (stereo unspecified)	-9.0%
Cc1ccc(S(=O)(=O)n2nc(-c3ccc(Cl)cc3)nc2NCc2ccc(F)cc2)cc1	-37.0%[inhibitor]
Cc1cc([N+](=O)[O-])ccc1NC(=O)C[n+]1ccc(N(C)C)cc1	0.0%

Remaining list, next part.
SMILES	aSyn tox rescue
CC(=O)N1CCCc2ccc(NS(=O)(=O)c3ccc(F)cc3F)cc21	4.2%
O=C(NCC(c1ccc2c(c1)OCO2)N1CCOCC1)C(=O)Nc1ccccc1 (stereo unspecified)	3.6%
COc1ccc(C(=O)NCc2cn3cccc(C)c3n2)cc1OC	-5.1%
Cc1cccc(C(C(=O)NC2CCCC2)N(C(=O)c2csnn2)C2CCCC2)c1 (stereo unspecified)	12.1%
CCOC(=O)c1ccc(N2C(=O)c3[nH]nc(-c4ccccc4)c3C2c2ccc(CC)cc2)cc1 (stereo unspecified)	9.7%
CN(C)C=NC(=O)c1cc2c(n(-c3ccccc3)c1=O)CC(C)(C)CC2=O	0.9%
O=C(COC(=O)CC1CCCC1)Nc1ccc(Cl)cc1	1.0%
Fc1ccc(-n2ncc3c(Nc4ccc5c(c4)OCCO5)ncnc32)cc1	-17.9%
COc1ccc(-c2cc(C(=O)NC3CCCCC3)no2)cc1OC	-1.4%
COc1ccccc1N1CCN(C(=O)Cn2c(=O)nc(-c3ccccc3)c3cc(Cl)ccc32)CC1	0.1%
